High-throughput results as filed in PubChem.
MT1-MMP act inh: blockers of MT1-MMP proenzyme processing, primary screen, HT1080 RFP-PRO-GFP cells, GFP/RFP fluorescence. GFP/RFP ratio fluorescence, overnight; percent of plate control window, DMSO zero. GFP/RFP ratio change, % at 20 µM. Matrix metalloproteinase-14 (Homo sapiens), P50281. 360,000 tested, 0.061% active;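 active means GFP/RFP ratio change of at least 30% with cell ATP level not reduced by more than half and red fluorescence within 50% of control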; further: strong numbers were not always called active
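system = RFP-PRO-GFP reporter HT1080 cells | dosing = 20 µM single dose, 1% DMSO | timing = overnight cell settling, then overnight compound exposure, 37 °C, 5% CO2 | read-out basis = GFP/RFP fluorescence ratio | controls = DMSO and RFP-L50D-GFP cell wells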
bovine MsrA act: bovine MsrA enzyme activators, primary screen, biochemical, absorbance, HTS. Methionine sulfoxide reductase A (Bos taurus). purified bovine MsrA, absorbance read-out. activation, % at 10.6 µM. 360,000 tested, 0.3% active; in the data active means activation above about 7.5%;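 further: 0% = vehicle and 100% = reference activator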
CSN inh: inhibitors of CSN-mediated cullin deneddylation, primary screen, biochemical, fluorescence polarization, uHTS. COP9 signalosome complex subunit 5 (Homo sapiens), Q92905. Purified CSN, SCF-Nedd8-OG deneddylation. inhibition, % at 12.5 µM. 360,000 tested, 0.38% active;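 active means pattern-corrected inhibition above about 35%, with an unprinted fluorescence ratio check between 0.5 and 1.5, limit read from the data, passing the limit was not always enough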;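 further: 0% = enzyme with substrate and 100% = substrate without enzyme; some results filed as inactive read as strong as hits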
Target sequence (Q92905 whole entry, looked up, one chain of several): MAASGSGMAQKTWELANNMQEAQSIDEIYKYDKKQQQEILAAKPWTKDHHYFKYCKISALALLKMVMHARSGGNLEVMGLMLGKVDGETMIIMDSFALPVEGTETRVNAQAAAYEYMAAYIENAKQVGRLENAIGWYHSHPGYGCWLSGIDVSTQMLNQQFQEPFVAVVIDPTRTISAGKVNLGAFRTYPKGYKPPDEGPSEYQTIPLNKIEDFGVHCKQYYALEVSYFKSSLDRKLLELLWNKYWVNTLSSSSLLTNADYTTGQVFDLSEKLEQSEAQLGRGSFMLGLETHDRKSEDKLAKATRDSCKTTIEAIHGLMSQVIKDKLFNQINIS
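Material: human Csn5 produced in HEK293T cells; Input: enzyme 0.24 nM; Reagent: SCFSkp2-Nedd8OG substrate at 10 nM final; Dosing: 12.5 µM compound; Incubation: 90 min reaction at room temperature; Detection: fluorescence polarization of the substrate; Evaluation: % inhibition of substrate cleavage by Csn5; Control set: substrate-only high control, full reaction low control.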
MLLE-PAM2 inh: inhibitors of PABP1 MLLE–PAM2 peptide binding, primary screen, biochemical, fluorescence polarization, FITC-PAM2, GST-MLLE | inhibition, % at 20 µM | 360,000 tested, 0.36% active | Polyadenylate-binding protein 1 (Homo sapiens), P11940; in the data active means inhibition above about 35%, passing the limit was not always enough;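 further: plate controls were DMSO wells with GST-MLLE for no effect and wells lacking GST-MLLE protein for full effect; some results filed as inactive read as strong as hits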
Rpn11 inh: Rpn11 (PSMD14) deubiquitinase inhibitors, primary screen, biochemical, fluorescence polarization, uHTS; 360,000 tested, 0.59% active; calls only at 20 µM; human 26S proteasome, Ub4-pepOG fluorescence polarization; 20S core pre-blocked with epoxomicin;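 active means inhibition at 20 µM, scaled to each plate's controls, above about 33%, limit read from the data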
Target sequence (O00487 whole entry, looked up): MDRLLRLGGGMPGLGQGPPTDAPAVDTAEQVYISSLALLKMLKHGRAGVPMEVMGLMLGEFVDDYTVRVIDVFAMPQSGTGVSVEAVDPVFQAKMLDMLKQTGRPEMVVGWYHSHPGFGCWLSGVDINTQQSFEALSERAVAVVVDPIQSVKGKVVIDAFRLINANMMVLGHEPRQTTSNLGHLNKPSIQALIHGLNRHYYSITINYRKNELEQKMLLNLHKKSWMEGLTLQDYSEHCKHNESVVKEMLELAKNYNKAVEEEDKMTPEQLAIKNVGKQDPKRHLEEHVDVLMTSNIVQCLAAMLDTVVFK
FAS-TE inh: FAS thioesterase domain inhibitors, primary screen, biochemical, fluorescence intensity, uHTS | recombinant FAS-TE, OMFH fluorogenic substrate, fluorescence endpoint | 360,000 tested, 0.67% active | inhibition, % at 15 µM;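 active means compounds whose normalised, plate-corrected inhibition of enzyme fluorescence in the single-dose primary screen is 50% or more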;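 further: 0% = DMSO with enzyme and 100% = substrate without enzyme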
eLon inh: inhibitors of E. coli Lon protease, primary screen, biochemical, fluorescence polarization. purified E. coli Lon protease. inhibition, % at 7.94 µM. 360,000 tested, 0.42% active; in the data active means inhibition above about 13%, passing the limit was not always enough;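 further: 0% = enzyme with probe and DMSO and 100% = no enzyme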
MsrA inhibitor: bovine MsrA enzyme inhibitors, primary screen, biochemical, absorbance, HTS. purified bovine MsrA, absorbance read-out. 360,000 tested, 0.75% active. inhibition, % at 15.5 µM; in the data active means inhibition above about 4.5%;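 further: 0% = vehicle wells with enzyme and 100% = reference inhibitor wells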
Rin1 Abl inh: inhibitors of Rin1-Abl protein binding, primary screen, biochemical, TR-FRET; inhibition, % at 7.35 µM; 360,000 tested, 0.4% active; Tyrosine-protein kinase ABL1 (Homo sapiens) + Ras and Rab interactor 1 (Homo sapiens), …; in the data active means inhibition above about 5%, passing the limit was not always enough
* marks the source's active call; other numbers are inactive results; i = inactive; · = no result given; + = active, no number.

Compound	CSN inh	Rin1 Abl inh	MsrA inhibitor	eLon inh	Rpn11 inh	MT1-MMP act inh	bovine MsrA act	FAS-TE inh	MLLE-PAM2 inh
O=C(OCC(=O)N(C1CCCCC1)C1CCCCC1)c1ccccc1O	4	4	-0.8	4	i	-6	-3	23	-7
Cc1cccc(C(=O)NC2CCN(CC(=O)Nc3ccccc3Cl)CC2)c1	-2	-6	-0.3	-3	i	3	-3	5	3
Cc1nc2cc(OCc3cc(C(=O)NC(C)c4cn(C)nc4C)no3)ccc2s1 (centres undefined)	-2	3	0.3	0	i	1	0	-10	3
O=C(OCCOc1cccc(Cl)c1)c1cc(S(=O)(=O)N2CCCCC2)ccc1N1CCOCC1	7	2	1.3	-5	i	-2	-7	34	-22
CCOC(=O)N1CCC(NC(=O)CSCc2nc(-c3ccc(OC)c(OC)c3)oc2C)CC1	-1	-2	0.4	4	i	4	0	-8	13
O=[N+]([O-])c1ccc(COc2cccc(CN3CCCCC3)c2)cc1	0	1	-0.8	-1	i	2	0	1	8
Fc1ccc(-c2onc3ccc(C4OCCO4)cc23)cc1	3	3	-0.5	2	i	-5	-15	-1	-6
CC(C)(C)NC(=O)Cn1c(=O)oc2cc(S(=O)(=O)N3CCc4ccccc43)ccc21	0	1	-0.8	6	i	-4	-1	11	-8
Cc1n[nH]c(C)c1S(=O)(=O)N(CC(=O)Nc1ccc2c(c1)OCCO2)c1ccc(C(C)C)cc1	-4	-1	1.4	-5	i	-5	-5	15	-11
CN(CC(=O)Nc1ccc(F)cc1)C(=O)COc1ccccc1Cc1ccccc1	-5	5	0.3	2	i	·	-10	19	-6
CCOC(=O)c1cnc2c(OC)cccc2c1N1CCN(c2ccc(OC)cc2)CC1	1	0	0.7	0	i	-1	-3	8	0
O=C1CC(NNC(=O)c2ccccc2)C(=O)N1 (centres undefined)	-3	1	0.8	-5	i	1	1	-3	13
O=C(CCS(=O)(=O)c1ccc(Cl)cc1)Nc1ccccc1Br	-3	1	1.1	-2	i	6	-1	-1	7
C=CCOc1ccc(C2NC(=O)c3ccccc3O2)cc1 (centres undefined)	-8	1	0.7	-9	i	2	-1	0	-5
O=C(O)c1cn(-c2ccccc2)nc1-c1cccnc1	3	-1	-1.4	-4	i	2	-3	-10	-1
O=C(Nc1ccc(Cl)cc1)C(c1ccccc1)N1CCOCC1 (centres undefined)	-7	3	0.0	-5	i	-13	-5	4	-2
O=S(=O)(/N=S1\CC=CCN1S(=O)(=O)c1ccccc1)c1ccccc1 (centres undefined)	0	4	0.7	-8	i	0	0	0	-105
C=C(C)Cn1c(COc2ccccc2)nnc1SCC(=O)O	-3	0	-0.3	2	i	7	-4	-7	-9
CCc1sc(C(=O)NCCc2ccc(S(N)(=O)=O)cc2)cc1Br	5	1	-1.5	1	i	7	2	1	-2
Cc1ccc(C(=O)N/C(=C\c2cn(C)c3ccccc23)C(=O)N2CCN(C)CC2)cc1	2	1	3.1	-2	i	1	-3	-5	-13
N#Cc1cccnc1Nc1ccc(Cl)cc1	1	1	1.5	-2	i	-6	-11	-8	-7
O=C(Nc1nc(-c2cc(F)ccc2F)cs1)C1=COCCO1	-4	-3	-0.7	7	i	4	-2	15	-14
CCOC(=O)C1CCCN(c2c(NCCc3ccc(Cl)cc3)c(=O)c2=O)C1 (centres undefined)	-3	4	-0.8	-2	i	3	-3	-2	2
CCOC(=O)CC1C(=O)NCCN1C(=O)c1cccc(C(F)(F)F)c1 (centres undefined)	3	0	0.5	-4	i	2	-4	-7	3
Cc1cc(C)nc(SCc2cc(=O)c(OC(=O)c3ccc(S(=O)(=O)N4CCCC4)cc3)co2)n1	-4	2	-0.5	-2	i	4	-2	33	20
Cc1ccc(NC(=O)c2ccco2)c([N+](=O)[O-])c1	-1	3	2.3	-3	i	4	-6	-2	10
COCCCNC(=O)C1CCC(CNS(=O)(=O)c2ccc3c(c2)N(C(C)=O)CCO3)CC1 (centres undefined)	-2	0	-0.7	-1	i	2	-10	-7	-2
COc1cccc(CCC(=O)Nc2cc3c(cc2C(=O)O)OCCCO3)c1OC	-2	-2	1.3	-4	i	1	-4	-3	14
CCc1ccc(N2CC(C(=O)N/N=C/c3cccc([N+](=O)[O-])c3)CC2=O)cc1 (centres undefined)	12	3	-0.7	-10	i	7	-8	15	2
O=c1c2cnn(-c3ccccc3)c2nc(-c2cccs2)n1-c1ccc(Br)cc1	-2	-3	-0.4	-1	i	0	3	26	-9
CSc1nnc(SCC#N)s1	-1	2	0.3	1	i	-1	0	-6	14
COc1ccc(C(=O)Cc2ccc(OC)c(OC)c2)c(OC)c1	1	1	0.5	-3	i	1	-1	-3	0

Single records, as listed above:
Record of `CCc1ccc(N2CC(C(=O)N/N=C/c3cccc([N+](=O)[O-])c3)CC2=O)cc1` (centres undefined) = CSN inh: 12; Rin1 Abl inh: 3; MsrA inhibitor: -0.7; eLon inh: -10; Rpn11 inh: i; MT1-MMP act inh: 7; bovine MsrA act: -8; FAS-TE inh: 15; MLLE-PAM2 inh: 2
Record of `COc1ccc(C(=O)Cc2ccc(OC)c(OC)c2)c(OC)c1` = CSN inh: 1; Rin1 Abl inh: 1; MsrA inhibitor: 0.5; eLon inh: -3; Rpn11 inh: i; MT1-MMP act inh: 1; bovine MsrA act: -1; FAS-TE inh: -3; MLLE-PAM2 inh: 0

(list continues)
Compound	CSN inh	Rin1 Abl inh	MsrA inhibitor	eLon inh	Rpn11 inh	MT1-MMP act inh	bovine MsrA act	FAS-TE inh	MLLE-PAM2 inh
CCC(C)NC(=O)CSc1nnc(-c2cc(-c3ccc(C)cc3)nc3ccccc23)n1N (centres undefined)	-3	0	0.5	2	i	2	-3	9	-52
Cc1cccc(CN2CCN(Cc3ccc4nonc4c3)CC2CCO)n1 (centres undefined)	-4	-4	3.0	-5	i	-3	-7	-3	-2
COc1ccc(N(CC(=O)NCc2ccccc2)C(=O)CCC(=O)Nc2cc(C)ccn2)c(OC)c1	1	-2	-0.4	-1	i	1	-2	0	12
COC(=O)/C=C1\S/C(=N/N=C/c2ccco2)NC1=O	1	-1	4.7*	-7	i	-1	-4	-6	-6
CNC(=S)NCc1ccc2[nH]c3c(c2c1)CCCC3	-1	-1	-0.9	-6	i	2	-3	-9	-62
Cc1cc(C(=O)Cn2cnc3cc(F)ccc3c2=O)c(C)n1C1CC1	3	2	0.1	-10	i	2	-1	-5	-18
Cc1ccc(C(C(=O)NC2CCCCC2)N(Cc2cccnc2)C(=O)c2csnn2)cc1 (centres undefined)	7	3	0.1	1	i	1	-2	-3	26
C[C@@H]1CN([C@H](C)CO)C(=O)c2cc(Br)cnc2O[C@H]1CN(C)C(=O)CC1CC1	0	0	-0.2	-2	i	1	-5	-6	6
CN(C)C(=O)c1ccc(-c2cc(C(F)(F)F)n(C)n2)s1	-3	2	-1.5	-2	i	2	-6	-1	0
CCCNC(=O)c1ccc(N2CCC3(CC2)CC(c2cccc(Br)c2)=NO3)c(N)c1	-3	1	0.3	-10	i	-1	-1	16	-4
COc1ccc(Nc2ncc(C#N)c(N)n2)c(OC)c1	1	3	-0.7	5	i	6	-12	-10	-44
CC(C)(C)C(=O)Nc1ccc(C(=O)Nc2cccc(Oc3ccc(C(=O)O)c(C(=O)O)c3)c2)cc1	0	0	2.3	-3	i	1	-3	-1	1
CCn1c(CSc2nc(C)cc(C)n2)nnc1SCC(=O)Nc1cccc2ccccc12	2	0	-1.3	-1	i	0	-6	-11	0
Cc1ccc(Cl)cc1NC(=O)C1CC(=O)Nc2ncnn21 (centres undefined)	-1	-2	-0.6	-5	i	2	-2	-5	-1
Oc1csc(Cc2nc(-c3ccccc3F)cs2)n1	-3	-3	0.9	-4	i	-5	-3	0	12
O=C(CSc1ccc(-c2cccnc2)nn1)c1ccc([N+](=O)[O-])cc1	1	-11	0.8	-4	i	1	-4	18	45*
Cc1c(C(=O)NCc2ccccc2)oc2c1C(=O)CCC2	-3	-1	0.8	-7	i	0	-1	0	-9
CCc1ccc(NC(=O)CSc2nnc(CNC(=O)c3cccs3)o2)cc1	7	-2	0.2	3	i	2	-1	-5	16
Cc1csc2nc(O)c(C(=O)NCCN3CCOCC3)c(=O)n12	-2	0	-0.6	-2	i	2	-1	-3	-10
COC(=O)C1(C(=O)OC)Sc2ccccc2C1=O	0	-1	2.0	-2	i	0	-1	-6	14
O=C(OCC(=O)c1ccc[nH]1)c1ccc(C(F)(F)F)cc1	2	0	0.0	-5	i	-2	-2	-1	-1
Cc1occc1-c1nnc(SCC(=O)Nc2ccccc2)n1C	-4	0	1.4	8	i	-13	-5	-5	-10
Cc1ccc(NC(=O)COC(=O)C2(c3ccc(Cl)cc3)CCCC2)cc1	5	1	0.5	4	i	-9	-1	31	12
O=C(Nc1ccc(-c2cn3ccsc3n2)cc1)C1CCCC1	2	2	0.7	-5	i	-3	-6	-5	-49
Cc1nc(-c2ccncc2)sc1C(=O)Nc1ccc(Br)cc1	0	0	2.5	-8	i	2	-2	0	-8
Cn1cccc1Cc1nnc(SCC(=O)NC2CCCCC2)n1CCc1ccccc1	1	-2	0.3	-18	i	-2	-11	-1	-41
Cc1ccc(-n2c(C)cc(C(=O)CSc3nncs3)c2C)cc1	2	-3	-0.8	2	i	1	-11	14	3
Cc1nc2c(sc3nc(N4CCOCC4)c4c(c32)CC(C)(C)OC4)c(-c2ccc(Cl)cc2)c1C(=O)O	5	0	-0.5	-32	+	-15	-3	32	-47
CCOC(=O)C1=CCN(S(=O)(=O)c2ccccc2C)C1c1cccc(F)c1 (centres undefined)	-1	1	-0.5	-3	i	0	-3	16	1
